HIV peptide binding – inhibitors of HIV fusion peptide binding, primary screen, biochemical, uHTS, fluorescence dequenching (AID 1986) | cell-free peptide binding, fluorescence dequenching, 30 min; higher % means a stronger effect | inhibition, % at 20 µM; hits with a dose series show IC50 in µM | 290,000 tested, 0.3% active; in the data active means inhibition mostly above about 52%, no sharp cut-off; inactive means mostly below about 76%; further: some results filed as inactive read as strong as hits
SIAH1 antagonists – blockers of Siah-1 interaction with plectin peptide – biochemical, fluorescence polarization, rhodamine-plectin, uHTS, primary screen (AID 1817); Siah-1 / rhodamine-plectin peptide fluorescence polarization; higher % means a stronger effect; displacement, % at 20 µM, or IC50 in µM where a hit was titrated; 290,000 tested, 0.02% active;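 active means displacement of at least 50% at 20 µM, with a fluorescence ratio check between 0.3 and a set limit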;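 further: plate controls were Siah plus tracer with DMSO for no effect and tracer alone without Siah for full effect; strong numbers were not always called active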
GPR55 antagonists – GPR55 antagonists blocking LPI-driven arrestin recruitment, primary screen, imaging, U2OS, beta-arrestin-GFP, LPI agonist (AID 2013); inhibition, % at 10 µM, or IC50 in µM where a hit was titrated; U2OS GPR55 beta-arrestin-GFP translocation imaging, LPI antagonism; higher % means a stronger effect; 290,000 tested, 0.13% active;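 active means spots per cell inhibited over 60%, with over 100 cells counted and total cytoplasm intensity under 500,000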;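 further: U2OS cells stably carrying GPR55 and arrestin-GFP stimulated by 5 µM LPI near EC80; imaged beta-arrestin-GFP aggregate spots per cell after agonist stimulation; plate controls were LPI-stimulated DMSO wells for no effect and DMSO wells without LPI for full effect; some results filed as inactive read as strong as hits; confirmed hits need IC50 under 10 µM and bright autofluorescent wells are also inconclusive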
NOD1 NF-kB reporter – NOD1 signaling inhibitors, primary screen, cell-based, luminescence, uHTS (AID 1578); NOD1-driven NF-kB luciferase reporter cells, luminescence; higher % means a stronger effect; 290,000 tested, 1% active; inhibition, % at 4 µM; hits with a dose series show EC50 in µM; in the data active means inhibition mostly above about 36%, no sharp cut-off; inactive means mostly below about 34%;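 further: HEK-293T reporter cells stimulated with the NOD1 agonist gamma-tri-DAP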
GPR55 activation – GPR55 agonists via beta-arrestin recruitment, primary screen, imaging, U2OS cells, beta-arrestin-GFP redistribution (AID 1961). U2OS GPR55 beta-arrestin-GFP redistribution imaging; higher % means a stronger effect. activation, % at 10 µM; hits with a dose series show EC50 in µM. 290,000 tested, 0.048% active;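 active means activation above 40% with more than 50 cells counted in the well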;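 further: U2OS osteosarcoma cells stably expressing GPR55 and beta-arrestin-GFP; plate controls were DMSO negative control for no effect and LPI positive control for full effect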
KOR beta-arrestin-1 – kappa opioid receptor blockers – cell-based, luminescence, uHTS (AID 1778). one-dose inhibition, % at 10 µM; IC50 in µM for titrated hits. 290,000 tested, 0.091% active. KOR beta-arrestin recruitment, luminescence, antagonist mode; higher % means a stronger effect; in the data active means inhibition above about 50%; further: strong numbers were not always called active
AID2073 – inhibitors of Mint1-CaV2.2 protein interaction, biochemical, HTRF (AID 2073); 290,000 tested, 0.19% active; HTRF protein-protein interaction, Mint1-CaV2.2; higher % means a stronger effect; inhibition, % at 20 µM, or IC50 in µM where a hit was titrated; in the data active means inhibition mostly above about 51%, no sharp cut-off; further: some results filed as inactive read as strong as hits
KOR beta-arrestin-2 – KOR agonists, beta-arrestin recruitment, primary screen, cell-based, luminescence, uHTS (AID 1777); KOR beta-arrestin recruitment, luminescence; higher % means a stronger effect; activation, % at 10 µM, or EC50 in µM where a hit was titrated; 280,000 tested, 0.02% active; in the data active means activation above about 50%, passing the limit was not always enough; further: a part of the inactive calls stands beside numbers as strong as those of hits
GPR35 antagonists – GPR35 antagonists blocking zaprinast-driven arrestin recruitment, primary screen, imaging, U2OS, beta-arrestin-GFP, zaprinast agonist (AID 2058) | U2OS GPR35 beta-arrestin-GFP translocation imaging, zaprinast antagonism; higher % means a stronger effect | 290,000 tested, 0.052% active | inhibition, % at 10 µM, or IC50 in µM where a hit was titrated;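 active means inhibition of at least 50% with at least 30 cells and total cytoplasm GFP at most 10,000,000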
* hit, by the source's call; [ ] = another dose, or the depositor's remark.

HIV peptide binding	SIAH1 antagonists	GPR55 antagonists	NOD1 NF-kB reporter	GPR55 activation	KOR beta-arrestin-1	AID2073	KOR beta-arrestin-2	GPR35 antagonists	compound
37%	-2%	-10%	-4%	-0.1%	-21%	-4%	6.1%	2%	O=C(CN1C(=O)S/C(=C\c2cccs2)C1=O)Nc1ccc(O)c(C(=O)O)c1
-1.9%	4%	15%	-3%	-0.2%	-8%	4%	-2.2%	-5%	O=C(Nc1ccccc1)Nc1ccccc1C(=O)NCC1CC1
-1.8%	4%	4%	2%	-0.1%	26%	-2%	-3.7%	-18%	O=C(COc1ccccc1)Nc1nnc(-c2ccccc2)o1
1.0%	0%	10%	-18%	0.2%	7%	6%	6.1%	2%	COc1cccc(CN2CCNC(=O)C2CC(=O)NC2CCCC2)c1OC (configuration not stated)
4.5%	0%	16%	-8%	-0.3%	2%	6%	-3.0%	12%	CC(C)(C)C(=O)CN1CCN(S(=O)(=O)c2ccc(F)cc2)CC1
-1.3%	0%	11%	-1%	-0.1%	-47%	6%	-2.5%	18%	Nc1nc(SCCN2C(=O)c3ccccc3C2=O)n[nH]1
-1.9%	-5%	8%	15%	0.0%	-30%	3%	1.9%	1%	CS(=O)(=O)N(CC(=O)N1CCN(c2ccccc2)CC1)Cc1ccc(Cl)cc1
-0.4%	-3%	2%	-26%	-1.1%	-14%	2%	1.7%	6%	CN(C)C(=O)c1sccc1Oc1ccc(F)cc1[N+](=O)[O-]
-0.3%	-2%	0%	0%	-0.1%	-23%	-2%	1.2%	7%	O=C(N1CCOCC1)N1CCN(C(=O)N(c2ccccc2)c2ccccc2)CC1
-0.9%	-8%	18%	-19%	0.0%	26%	21%	2.2%	-13%	CCOC(=O)c1cnc(-n2nc(C)cc2C)nc1NNc1nc(-c2ccccc2)cc(-c2ccccc2)n1
-1.0%	-2%	-10%	-1%	1.0%	-22%	14%	1.0%	-3%	O=C(Cn1c(=O)[nH]c2ccccc2c1=O)Nc1ccc2c(c1)OCCO2
0.4%	2%	2%	-9%	-0.1%	-37%[20 µM]	1%	-0.5%	-12%	Cc1ccc(N2C(=O)CC(Cc3cc(C)cc(C)c3)C2=O)cc1 (configuration not stated)
0.2%	-3%	2%	31%*	-0.1%	-37%	6%	0.2%	-8%	CC1CCN(c2ccc(-c3cccs3)nn2)CC1
-0.2%	10%	7%	-32%	0.2%	-16%	4%	-1.0%	-7%	OCCC1CN(Cc2c(F)cccc2Cl)CCN1C1CCCC1 (configuration not stated)
-1.8%	-4%	-3%	-20%	-0.3%	-12%	-5%	2.7%	-3%	O=C(Cc1ccccc1)NCCSCc1ccccc1
-3.7%	24%	10%	-7%	-0.3%	15%	44%	-4.8%	29%	O=C(NCc1ccco1)c1c2c(nc3ccccc13)CCC2
-0.3%	1%	17%	-39%	0.0%	-5%	-1%	-5.8%	3%	Cc1sc(NC(=O)CSC2=NCCS2)nc1-c1ccccc1
-1.0%	-5%	-17%	9%	-0.1%	-6%	6%	-0.6%	6%	COC(=O)c1ccc(COc2ccccc2/C=N/NC(N)=O)o1
0.4%	1%	-10%	-33%	-0.2%	13%	2%	0.3%	-7%	CCCN1C(=O)CC(c2ccco2)Sc2ccccc21 (configuration not stated)
2.5%	1%	0%	-38%	-0.1%	5%	12%	-4.3%	-2%	CC(C)CN1CCNC(=O)C1CC(=O)NCCc1ccc(C(F)(F)F)cc1 (configuration not stated)
-1.5%	-4%	12%	17%	-0.1%	-7%	1%	8.5%	9%	CCc1ccc(NC(=O)CSc2nnc(CC)c(CC)n2)cc1
1.1%	5%	-10%	-14%	-0.4%	2%	-5%	1.7%	-4%	CN(CC(=O)Nc1ccccc1Cl)CC(=O)Nc1c(F)cccc1F
-1.5%	2%	-21%	-20%	-0.5%	-3%	-5%	-5.9%	-8%	CC1CC(C)(C)NC(=S)N1CCCC(=O)Nc1ccccc1F (configuration not stated)
-2.2%	3%	-8%	8%	-0.1%	3%	4%	-9.1%	-5%	Nc1c(N(C(=O)Nc2ccc(Cl)c(Cl)c2)C2CCCC2)c(=O)[nH]c(=O)n1Cc1ccccc1
2.1%	-3%	8%	7%	0.0%	-6%	14%	-1.9%	4%	O=C(/C=C/Nc1ccc(S(=O)(=O)Nc2ncccn2)cc1)c1cccs1
-0.6%	2%	-10%	-18%	0.0%	-1%[20 µM]	15%	-3.7%	-4%	O=C(Nn1cnc2ccccc2c1=O)c1ccccc1
0.0%	3%	11%	6%	-0.1%	-6%	1%	0.2%	10%	COc1cccc(CNC(=O)CCC2CCCN(C(=O)c3cc(C)on3)C2)c1 (configuration not stated)
1.4%	-1%	20%	-20%	-0.2%	-37%	5%	-4.2%	-2%	CCCNC(=O)C1CCC(CNS(=O)(=O)c2ccc3c(c2)N(C(C)=O)CCO3)CC1 (configuration not stated)
-0.2%	5%	1%	-24%	0.3%	-14%	-1%	-6.8%	-6%	O=C(O)c1cc(-c2ccc(/C=N/N3C(=O)C4C5C=CC(CC5)C4C3=O)o2)ccc1Cl (configuration not stated)
0.2%	-5%	42%	-2%	0.3%	5%	8%	4.2%	18%	C=CCOC(=O)C1=C(C)NC(C)=C(C(=O)OCC=C)C1c1ccco1
-4.0%	-2%	4%	38%	0.4%	-25%	33%	8.5%	2%	O=c1c2c([nH]c3ccccc13)CCCC2
1.2%	-5%	-5%	-4%	0.2%	6%	4%	-0.6%	-5%	COc1ccc(NC(=O)CCCn2c(=O)c3sccc3n(Cc3ccc(C)cc3)c2=O)cc1
1.0%	-3%	-6%	14%	-0.4%	-18%	1%	1.9%	-2%	C=CCNC(=S)Nc1ccc(Cl)cc1
-1.4%	0%	12%	1%	0.6%	-10%	-1%	-1.0%	-18%	C=CCNC(=S)NNC(=O)C(CCCC)CC(C)O (configuration not stated)
149%	8%	7%	-14%	-0.1%	-54%	10%	-0.7%	10%	N#CC1=C(N)C(C#N)(C#N)[C@H](c2ccoc2)[C@H]2CN(Cc3ccccc3)CC=C12
0.7%	2%	15%	-6%	0.3%	1%	2%	-7.9%	5%	Nc1c2c(nc3ccn(-c4ccccc4)c(=O)c13)CCCCC2
-1.0%	4%	-8%	-22%	0.8%	10%	8%	-3.6%	-11%	CCS(=O)(=O)c1ccc2oc(Nc3cc(Cl)ccc3OC)nc2c1
1.6%	-1%	4%	-3%	0.3%	-24%	20%	-12%	-12%	CC1CCCCC1NC(=O)/C(C#N)=C/c1ccc(OCC(N)=O)cc1 (configuration not stated)
9.2%	17%	8%	-27%	0.0%	-22%	2%	11%	3%	CCc1cccc(CC)c1-n1c(SCC(=O)c2c(N)n(C)c(=O)n(C)c2=O)nnc1-c1cccnc1
3.9%	3%	5%	4%	-0.1%	20%	22%	17%	3%	CCc1cccc2c1NC(=O)[C@]21[C@@H]2C(=O)N(Cc3ccccc3)C(=O)[C@@H]2[C@@H]2CCCN21

Just GPR55 antagonists, SIAH1 antagonists and KOR beta-arrestin-2 (4 entries from above):
Compound | GPR55 antagonists | SIAH1 antagonists | KOR beta-arrestin-2
COc1ccc(NC(=O)CCCn2c(=O)c3sccc3n(Cc3ccc(C)cc3)c2=O)cc1 | -5% | -5% | -0.6%
C=CCNC(=S)Nc1ccc(Cl)cc1 | -6% | -3% | 1.9%
C=CCNC(=S)NNC(=O)C(CCCC)CC(C)O (configuration not stated) | 12% | 0% | -1.0%
N#CC1=C(N)C(C#N)(C#N)[C@H](c2ccoc2)[C@H]2CN(Cc3ccccc3)CC=C12 | 7% | 8% | -0.7%

(further entries)
HIV peptide binding	SIAH1 antagonists	GPR55 antagonists	NOD1 NF-kB reporter	GPR55 activation	KOR beta-arrestin-1	AID2073	KOR beta-arrestin-2	GPR35 antagonists	compound
-1.2%	-9%	27%	-12%	-0.2%	-3%	-9%	4.1%	-2%	CCOc1ccc2c(c1)-c1c(ssc1=S)C(C)(C)N2C(=O)c1ccco1
0.0%	11%	0%	-3%	-0.2%	4%	7%	-4.0%	-7%	COc1ccc(NC(=O)c2ccc([N+](=O)[O-])s2)c([N+](=O)[O-])c1
-0.7%	1%	0%	12%	-0.1%	30%	5%	6.1%	13%	CC1CC(C)CN(CCCNC(=O)CC2Oc3ccccc3NC2=O)C1 (configuration not stated)
-1.0%	3%	16%	-15%	-0.1%	-7%[20 µM]	-1%	-6.6%	-8%	CCC(C)(C)NC(=O)C(c1ccncc1)N(C(=O)c1sc(C)nc1C)c1ccc(F)cc1 (configuration not stated)
-3.9%	-8%	0%	-34%	0.2%	-2%	13%	-4.1%	12%	Cc1nn(-c2ccccc2)c(N2CCCC2)c1/C=N/Nc1ccc(S(=O)(=O)Nc2ccccc2)cc1[N+](=O)[O-]
0.5%	-4%	2%	-8%	-0.1%	18%	5%	-3.7%	-8%	CN(c1ccccc1)c1nc(N)c([N+](=O)[O-])c(N2CCCC2)n1
0.4%	-4%	1%	-14%	0.0%	-17%[20 µM]	-4%	3.2%	7%	CCCCOc1ccc(CSCCN=C(N)N)cc1
0.8%	-2%	10%	-62%	-0.3%	-13%	3%	-3.9%	-2%	CNS(=O)(=O)c1cc(N)ccc1C
-0.2%	2%	0%	-11%	-0.1%	-12%	1%	0.2%	-1%	NC(=O)CSc1nnc(-c2ccco2)n1-c1ccccc1
-0.8%	-4%	0%	7%	-0.3%	12%	20%	-2.5%	14%	Cn1nnnc1SCC(=O)c1ccco1
-0.1%	3%	3%	-37%	0.2%	-5%[20 µM]	3%	-3.8%	-10%	COc1ccc(N2CCN(c3cnc4ccccc4n3)CC2)cc1
-1.4%	-9%	1%	25%	-0.1%	-59%	2%	-0.5%	-4%	CC(=O)/C(C(=N)N1CCN(c2cccc(Cl)c2)CC1)=C(\C)O
2.9%	2%	10%	-16%	-0.2%	-50%	6%	1.8%	-1%	O=c1[nH]c2ccccc2nc1Cc1ccc([N+](=O)[O-])cc1
1.3%	-4%	5%	-40%	-0.2%	0%	0%	2.3%	-2%	Cc1ccc2c(c1)NCC(C(=O)NCc1ccccc1)O2 (configuration not stated)
0.7%	7%	13%	-54%	-0.1%	-13%	14%	0.2%	-3%	COc1ccc2c(c1)c(=O)oc1cc(OCC(=O)N3CCc4ccccc4C3)ccc12
-2.5%	-2%	-4%	98%*	-0.1%	20%	-14%	-1.4%	-3%	Cc1cc(C2=NNC(=NC3CC3)SC2)c(C)n1-c1ccccc1
5.1%	6%	-8%	-29%	0.1%	-1%	-1%	0.6%	16%	O=C(Nc1nnc(COc2ccc(Cl)cc2)s1)C1CCCO1 (configuration not stated)
0.4%	2%	32%	46%	-0.4%	13%	4%	-4.3%	-4%	Cc1cccc(-n2c(SCC(=O)Nc3ncc(Cl)cc3Cl)nc3ccccc32)c1

Screening data (PubChem BioAssay)

Not all compounds are listed; count on the stated rates, not on these rows.
